# Compound activity from PubChem.
# LGR2 antag: inhibitors of bursicon-induced LGR2 CRE-luciferase signal, primary screen, cell-based, HEK293, CRE-luciferase reporter, bursicon stimulation; Drosophila bursicon receptor LGR2 (rickets); bursicon-stimulated, 4 h; inhibition, % at 9.99 µM; 0.35% of 380,000 active; AID 720647, 2013;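 active means drop in luminescence signal, shown as inhibition above about 50% in the replicate tests, limit read from the data, passing the limit was not always enough; inconclusive means probably only some replicates passing the limit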;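 further: agonist challenge used bursicon conditioned medium at about half maximal strength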
# DENV2 CPE rescue: inhibitors of DENV2 cytopathic effect, primary screen, cell-based, plate reader, single concentration; CPE inhibition, % at 9.99 µM; AID 651640, 2012; DENV2-infected cells, cytopathic effect rescue; 1.7% of 350,000 active; in the data active means CPE inhibition above about 20%, passing the limit was not always enough; inconclusive means no clear call, values can overlap the other calls; tested in BHK-21 cells;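 further: 0% = median of neutral control wells and 100% = median of positive control wells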
# PAX8 inh HTS: inhibitors of PAX8-driven TPO luciferase reporter, primary screen, RMG-I cells, single concentration; SteadyGlo, 24 h; 1.2% of 360,000 active; inhibition, % at 12.6 µM;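 active means mean replicate inhibition at least 60% with every replicate also reaching 60%; inconclusive means only one of the two criteria is met; inactive means mean below 60% and not all replicates reaching 60%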;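 further: luciferase light reporting Pax8 driven TPO promoter activity; plate controls were median of neutral control wells for no effect and mitoxantrone controls for full effect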
# SIRT5 inh: SIRT5 desuccinylase inhibitors, primary screen, biochemical, fluorescence imaging, single point, set 5 | inhibition, % at 15 µM | NAD-dependent protein deacylase sirtuin-5, mitochondrial (Homo sapiens), Q9NXA8 | Purified SirT5, succinyl-peptide AMC, trypsin-coupled fluorescence | 1.1% of 330,000 active | AID 652115, 2013; in the data active means inhibition above about 15%; inconclusive means no clear call, values can overlap the other calls
# Target sequence (Q9NXA8 whole entry, looked up): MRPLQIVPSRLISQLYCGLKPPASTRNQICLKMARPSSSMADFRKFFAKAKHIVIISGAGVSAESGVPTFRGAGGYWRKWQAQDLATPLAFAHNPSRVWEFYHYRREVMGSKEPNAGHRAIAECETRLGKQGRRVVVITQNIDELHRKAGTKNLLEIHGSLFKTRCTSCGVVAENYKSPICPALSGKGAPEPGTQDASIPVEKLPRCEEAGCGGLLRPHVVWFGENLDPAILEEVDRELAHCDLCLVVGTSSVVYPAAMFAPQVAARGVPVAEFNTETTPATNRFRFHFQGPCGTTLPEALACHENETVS
# EWS-Fli block: EWS/Fli-driven NR0B1 reporter inhibitors, primary screen, A673 cells, NR0B1 luciferase, luminescence, MLPCN library; 0.67% of 350,000 active; AID 651661, 2012; viability-normalised; inhibition, % at 12.6 µM;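 active means mean inhibition of at least 50% after viability correction, with every replicate also passing that limit; inconclusive means mean reaches 50% but only one of two replicates passes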;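 further: firefly luciferase signal divided by Alamar Blue viability fluorescence both relative to DMSO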
# ARNT TACC3 PPI: disruptors of ARNT/TACC3 protein interaction, primary screen, biochemical, AlphaScreen, single concentration. AlphaScreen His-ARNT PAS-B/GST-TACC3 binding, luminescence; TACC3 fragment carries E629A point mutation. inhibition, % at 9.99 µM. 0.66% of 390,000 active. AID 623870, 2012;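 active means mean inhibition of replicates at least 50% and at least half of replicates each reaching 50%; inconclusive means half or more replicates reach 50% but mean below 50%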;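 further: 0% = complete ARNT plus TACC3 wells and 100% = ARNT alone without TACC3; many hits fall short of the cut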
# Casp6 inh: human caspase-6 inhibitors, primary screen, biochemical, VEID-R110 fluorescence, single point, set 2 | purified caspase-6, Z-VEID-R110 cleavage fluorescence | inhibition, % at 12.5 µM | 0.53% of 350,000 active;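 active means mean inhibition across replicates at least about 35%, with every replicate also reaching that limit, limit read from the data; inconclusive means only one of the two criteria met; inactive means neither criterion met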;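 further: 0% = median of neutral control wells and 100% = no fluorescence left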
# Target sequence (P55212 24-179 limits assumed): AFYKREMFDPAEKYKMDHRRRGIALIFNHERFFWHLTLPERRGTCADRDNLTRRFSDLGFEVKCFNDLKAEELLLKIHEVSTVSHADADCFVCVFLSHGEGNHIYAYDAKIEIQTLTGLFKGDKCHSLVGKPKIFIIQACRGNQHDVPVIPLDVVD
# Target sequence (P55212 194-293 limits assumed): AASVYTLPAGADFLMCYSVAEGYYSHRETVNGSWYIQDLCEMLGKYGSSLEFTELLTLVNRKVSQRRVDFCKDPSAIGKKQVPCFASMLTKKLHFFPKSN
# Numbers without * were called inactive; ? = inconclusive; nt = no result given. Not a hit list; any-hit rate near 4.9%.
SMILES,LGR2 antag,DENV2 CPE rescue,PAX8 inh HTS,SIRT5 inh,EWS-Fli block,ARNT TACC3 PPI,Casp6 inh
CCc1nc(-c2ccc(OC)c(OC)c2)cc2cc(OC)c(OC)cc12,-11,-4,32,-5,7,0,-3
C[C@@H]1CN([C@@H](C)CO)S(=O)(=O)c2ccc(Br)cc2O[C@@H]1CN(C)S(C)(=O)=O,1,-1,nt,0,-3,-11,-3
C[C@@H]1CN([C@@H](C)CO)C(=O)c2cccc(NC(=O)Nc3ccc(F)cc3)c2O[C@H]1CN(C)Cc1ccc(Oc2ccccc2)cc1,8,1,nt,5,-13,12,0
O=C(NC1CCCc2ccccc21)C1CCC(CNc2c(N3CCOCC3)c(=O)c2=O)CC1 (centres undefined),1,-5,14,nt,3,-4,0
CC(=NCCN1CCN(C(C)=C2C(=O)c3ccccc3C2=O)CC1)C1=C(O)CC(C)(C)CC1=O,11,8,101*,nt,-2,2,-1
C[C@@H]1CN([C@H](C)CO)C(=O)Cc2cc(NC(=O)CCCN(C)C)ccc2O[C@@H]1CN(C)S(=O)(=O)c1ccccc1,-1,-6,-6,-2,-1,-6,0
COc1ccc(CCNc2ccc(C(CC(N)=O)NC(=O)c3ccc(Br)cc3)cc2[N+](=O)[O-])cc1 (centres undefined),9,nt,3,nt,-13,-1,4
COc1ccc(N(CC(O)CN2CCOCC2)S(=O)(=O)c2ccc(C)cc2)cc1 (centres undefined),13,0,6,0,0,-5,-4
COc1ccc2c3c(n(C)c2c1)[C@@H](CO)N(Cc1ccccc1F)CC31CCN(CC2CC2)CC1,-11,13,-26,1,-3,nt,1
COc1cc(/C=N/N(C)C)cc(Br)c1O,-2,7,7,-4,-5,nt,-1
CC(C)(C)c1nc(SCC(=O)NC2CCCC2)c2ccccc2n1,30,5,8,1,nt,-8,1
CC1=NN(c2ccccc2)C(=O)C1=C(C)C,8,1,26,-6,-7,12,7
CC(C)(C)C(=O)Nc1ccnn1C1CCN(C(=O)c2ccc(Cl)cc2F)CC1,3,2,0,-5,nt,-2,-5
O=[n+]1cc(-c2ccc(Cl)cc2)n([O-])c2c1CCCCC2,-12,nt,-30,-3,-12,12,0
Cc1cc(C)cc(OCC(=O)OCC(=O)N(C)CC(=O)Nc2ccc(F)cc2)c1,9,12,nt,-1,2,-6,1
Cn1c2c(c(=O)n(C)c1=O)C1c3ccccc3OCC1C(C)(C)O2 (centres undefined),-6,-5,-2,nt,7,nt,1
COc1cc(OC)cc(N(C(=O)CNC(=O)c2ccco2)C(C(=O)NCC2CCCO2)c2ccccc2)c1 (centres undefined),16,-4,6,-4,1,-1,6
CCc1ccccc1N(CC(=O)N1CCCCCC1)S(C)(=O)=O,-1,0,-21,0,4,-3,-2
CCCOCCOC(=O)C1=C(C)NC(=O)NC1c1cc(Cl)c(O)c(OC)c1 (centres undefined),-4,nt,nt,-4,9,0,0
Cc1cccc(S(=O)(=O)N2CCCCN3[C@H](CO)[C@H](c4ccc(C#C[C@H](C)O)cc4)[C@H]3C2)c1,4,0,86*,12,18,9,5
CN(C(=O)COC(=O)C1CCN(S(=O)(=O)c2c(Cl)cccc2Cl)CC1)C1CCCCC1,3,-10,7,-4,2,-9,1
CCOC(=O)c1ccc2c(c1)[n+](CC)c(C)n2-c1ccccc1,20,-4,10,0,1,-5,-2
O=C(Cn1ncc(Cl)c(Cl)c1=O)NC1CCCCC1,3,5,54,-4,51*,3,2
CC(OC(=O)C1CCCC1)C(=O)Nc1ncc(Cl)cc1Cl (centres undefined),1,0,9,-1,1,-5,-3
CCCCOc1ccc(C(=O)NCCc2ccccc2)cc1,-3,6,-114,1,-17,-3,1
COc1ccc(S(=O)(=O)N(C)C[C@H]2Oc3ccc(NS(=O)(=O)c4c(C)noc4C)cc3C(=O)N([C@@H](C)CO)C[C@H]2C)cc1,17,14,8,1,-3,nt,2
C[C@H]1CN([C@@H](C)CO)C(=O)c2cc(NC(=O)CCC(F)(F)F)ccc2O[C@H]1CN(C)Cc1ccc(C(=O)O)cc1,2,5,9,-1,-8,-6,0
Cc1cc(Cl)ccc1NC(=S)NCCc1ccc(Cl)cc1,-2,-4,17,-1,3,0,-3
O=C(NCCOC(=O)c1ccc([N+](=O)[O-])cc1)c1cccnc1,17,6,3,7,-2,-7,4
Cc1cc(OCC(=O)N2CCC(C(=O)O)CC2)c2c(C)c(C)c(=O)oc2c1,nt,10,nt,nt,2,1,-2
CCN(C(=O)c1ccc2c(=O)n3c(nc2c1)CCCCC3)c1ccccc1C,-7,0,13,-2,7,0,0
CCCN1C[C@@H](C)[C@H](OC)CN(C)C(=O)c2ccc(NC(=O)c3ccccc3F)cc2OC[C@@H]1C,-3,2,8,3,-94,-5,nt
CC(C)Nc1ncnc2[nH]ncc12,7,6,-9,nt,-3,-4,3
O=C(NCCO)/C(=C\c1ccc2c(c1)OCO2)NC(=O)c1ccc(Br)cc1,11,nt,-17,nt,nt,-2,nt
COc1cccc(CN(C)CC(O)COC(c2ccccc2)c2ccccc2C)c1 (centres undefined),6,1,-14,-5,38,11,9
COc1ccc(CCNC(=O)C(=O)NCc2cccs2)cc1OC,-11,0,23,nt,1,-4,-1
COc1cccc(/C=C/c2ccc3cccc(O)c3n2)c1,-68,-4,14,-5,9,6,nt
CCc1ccc(S(=O)(=O)Nc2ccc(C)c(NS(C)(=O)=O)c2)cc1,0,-1,3,-1,-2,-2,-1
CC(N)C12CC3CC(CC(O)(C3)C1)C2 (centres undefined),17,7,nt,-2,0,-13,-2
N#Cc1c(SCC(=O)OCc2ccccc2)nsc1SCC(=O)OCc1ccccc1,4,nt,nt,-5,nt,-2,-5
CCC1CCCCN1CCCNC(=O)c1nn(C)c2c1CS(=O)(=O)c1ccccc1-2 (centres undefined),-15,-2,-13,-1,nt,8,1
CC1CCCCN1C(=O)Cn1cnc2c1c(=O)n(C)c(=O)n2C (centres undefined),-7,4,4,-2,-10,nt,-3
CC(C)(C)C(=O)Nc1ccccc1C(=O)NCCCn1ccnc1,0,-7,5,8,11,61*,-53
CCN(C(=O)COC(=O)c1nc(Cl)ccc1Cl)c1c(N)n(Cc2ccccc2)c(=O)[nH]c1=O,5,-4,5,0,6,14,3
CO[C@H]1CN(C)C(=O)c2cc(NC(=O)Cc3ccccc3)ccc2OC[C@@H](C)N(CC2CC2)C[C@@H]1C,-10,-4,-5,-4,-3,-1,1
COC(=O)c1cccc(NC(=O)c2ccc(OC)c(Cl)c2)c1,-84,nt,-55,-1,0,-9,3
CCOC(=O)c1ccc(NC(=O)COc2ccc(CNCCO)cc2OCC)cc1,-10,1,18,-7,3,-16,nt
CCN1CCN(C(=O)C(=O)c2cn(CC(=O)N3CCCC3)c3ccccc23)CC1,-7,?,-4,0,3,2,0
O=C(Cn1c(=O)oc2ccc(Cl)cc21)NC1CCCCC1,0,-4,8,-3,nt,-40,-1
NCc1cc2c3c(c1)CCCN3CCC2,21,-3,14,1,9,34,-179
C/C(Cc1ccccc1)=N/NC(=O)CCCC(=O)N/N=C(/C)Cc1ccccc1,6,-1,2,0,3,-5,0
N#CC1=C(N)Oc2cc3c(cc2C1c1ccc(Cl)cc1)OCO3 (centres undefined),-1,nt,nt,3,5,-8,13
CN(C)CCN1CCN([C@H]2CS(=O)(=O)N[C@@H]2COCc2ccccc2)CC1,-8,?,1,-6,-5,nt,-100
Cc1ccc2nc(SCc3nc4cc(Cl)ccc4c(=O)[nH]3)[nH]c2c1,12,-5,0,0,-4,-9,1
CC(C)N1CCCC(C)(C(=O)Nc2ccccc2)C1 (centres undefined),-8,4,-10,nt,-24,nt,-1
CC(NC(=O)Cc1ccc([N+](=O)[O-])cc1)c1ccc2c(c1)OCO2 (centres undefined),23,2,-2,-1,13,-8,-2
CSc1ccccc1OCc1cc(C(=O)N(C)Cc2ccc3nsnc3c2)no1,-48,-2,-227,-3,-83,4,3
COc1ccc(NC(=O)CN(C)C(=O)c2c(C)nn(Cc3ccccc3)c2C)cc1,3,?,-12,0,1,-3,1
COc1ccc(C(=O)N2CCC(C(=O)Nc3ccccc3C)CC2)cc1OC,-11,-10,-3,1,4,-29,12
COc1ccc(OCC(=O)N/N=C/c2ccc(N(C)C)cc2)cc1,-22,nt,-6,-2,-12,0,6
# (cont.)
SMILES,LGR2 antag,DENV2 CPE rescue,PAX8 inh HTS,SIRT5 inh,EWS-Fli block,ARNT TACC3 PPI,Casp6 inh
COc1ccc(/C=N/n2c(C)cc(C)cc2=O)cc1,-16,0,-12,-2,-46,-8,-6
Cc1cc(C)c2nc(N3CCCC(C(=O)NCCN4CCOCC4)C3)sc2c1 (centres undefined),-3,3,nt,-2,-50,1,5
COc1c(C)cc(C(=O)C2CCCN(C(=O)c3snnc3C)C2)cc1C (centres undefined),-3,2,3,-3,-5,-1,0
COc1cccc(S(=O)(=O)Nc2ccc3c(c2)C(=O)N(C)[C@H]2CC[C@H](CC(=O)O)O[C@@H]2CO3)c1,-9,1,1,nt,0,-1,nt
S=c1[nH]c2nc(Cl)c(Cl)nc2[nH]1,3,-11,11,nt,0,nt,1
COc1cccc(NC(=O)CN(C)S(=O)(=O)c2ccc3[nH]c(=O)oc3c2)c1,1,4,6,0,4,-21,10
CC(=O)Nc1ccc(C(=O)Nc2ccncc2)cc1,3,-4,-16,3,7,2,-3
CCO[C@H]1OC(C(=O)N2CCCC2)=C[C@@H](c2ccc(C(F)(F)F)cc2)[C@@H]1CCCO,nt,nt,-10,-6,-7,9,-3
O=C(Cn1cnc2ccccc21)N/N=C/c1ccccc1[N+](=O)[O-],-1,nt,-15,nt,nt,1,nt
CC1CCN(Cc2nnc(-c3cccc(Br)c3)o2)CC1,-29,5,3,0,-20,3,1
C[C@@H]1CN([C@H](C)CO)C(=O)c2cccc(NC(=O)c3ccncc3)c2O[C@@H]1CN(C)C,13,5,-9,-1,4,3,-2
Cc1nc2ccc(S(=O)(=O)Nc3cccc(-c4nc5cccnc5s4)c3C)cc2s1,-8,-3,nt,3,13,-2,-3
CNC[C@@H]1Oc2cc(C#Cc3ccncc3)ccc2S(=O)(=O)N([C@H](C)CO)C[C@@H]1C,-9,nt,20,nt,-10,nt,nt
COC(=O)CSc1nnc(CCc2ccccc2)n1C,0,-1,-3,nt,-1,3,-2
Cc1cc(C)n(-c2ccc(C(=O)OCc3ccccc3)cc2)n1,-33,13,0,-3,-5,-8,-1
CC(=O)CC(=O)Nc1ccc(Nc2ccccc2)cc1,-1,nt,-6,nt,nt,1,nt
O=C(CN1CCOCC1)Nc1ncc(Cc2cccc3ccccc23)s1,-2,0,nt,-2,5,4,-1
CCc1ccc2c(c1)C(c1ccc([N+](=O)[O-])cc1)=NNC(c1ccccc1)=N2,-1,nt,-24,nt,nt,2,nt
CCC(C)N(CCNC(=O)CC1Oc2ccc(C)cc2NC1=O)C1CCCCC1 (centres undefined),9,-2,-12,-4,0,nt,-2
COc1ccc(NC(=O)/C=C/c2ccccc2)cn1,-69,nt,-172,nt,nt,-8,nt
O=C(c1c(F)cccc1F)N1CCCC(c2nc(-c3cccs3)no2)C1 (centres undefined),-39,-4,-117,0,-52,-5,2
O=C(Cc1cccnc1)N1CC(=O)N2[C@H](CO)[C@@H](c3ccc(C4=CCCCC4)cc3)[C@H]2C1,-2,5,4,6,-22,nt,2

# Whole records, looked up by structure. Order of screens: LGR2 antag	DENV2 CPE rescue	PAX8 inh HTS	SIRT5 inh	EWS-Fli block	ARNT TACC3 PPI	Casp6 inh
# Cc1nc2ccc(S(=O)(=O)Nc3cccc(-c4nc5cccnc5s4)c3C)cc2s1 is listed as -8	-3	nt	3	13	-2	-3
# C[C@@H]1CN([C@H](C)CO)C(=O)c2cccc(NC(=O)c3ccncc3)c2O[C@@H]1CN(C)C is listed as 13	5	-9	-1	4	3	-2
